PI4K2A block: blocks human PI4K2A kinase activity; activity change, negative = inhibition, % at 76.9 µM; AID 1346378; hit rate 0.13% among 420,000; purified PI4K2A, ADP-Glo luminescence, 1 h; hits give low values; Q9BTU6; in the data active means activity change below about -50%; inconclusive means mostly about -30% to -49%;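 further: -100% = wells without enzyme as full effect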
Target sequence (Q9BTU6 whole entry, looked up): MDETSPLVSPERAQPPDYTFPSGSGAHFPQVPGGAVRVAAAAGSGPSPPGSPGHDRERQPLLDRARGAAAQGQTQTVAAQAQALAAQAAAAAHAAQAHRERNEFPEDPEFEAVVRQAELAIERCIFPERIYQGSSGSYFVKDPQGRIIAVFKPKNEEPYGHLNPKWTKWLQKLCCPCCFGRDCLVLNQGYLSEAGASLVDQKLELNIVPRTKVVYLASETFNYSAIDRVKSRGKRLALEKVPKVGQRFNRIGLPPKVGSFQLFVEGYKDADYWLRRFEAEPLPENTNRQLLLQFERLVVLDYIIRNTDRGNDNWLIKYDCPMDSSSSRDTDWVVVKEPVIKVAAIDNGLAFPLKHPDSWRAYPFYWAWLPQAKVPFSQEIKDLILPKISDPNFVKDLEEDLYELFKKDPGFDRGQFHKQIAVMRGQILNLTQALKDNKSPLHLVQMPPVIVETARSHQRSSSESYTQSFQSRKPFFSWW
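In this quantitative HTS, ADP production by PI4K2A was quantified luminescently after 1 h at ambient temperature; 100 microM adenosine served as plate-quality control.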
USP1 inh: blocks the human USP1/UAF1 deubiquitinase complex | recombinant USP1/UAF1, Ub-Rhodamine cleavage fluorescence | Potency, µM (series often up to 57.1 µM), for the others: at the top dose activity change, negative = inhibition, most hits filed as inhibitors | hit rate 0.23% among 390,000; further: potency means the concentration at half of the fitted maximal effect; on the % scale 0 is the no-effect control and ±100 the full control effect; nearly all actives have a fitted effect of over 60% in size; inactives centre near -12
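USP1/UAF1 complex (1 nM) preincubated 15 min at room temperature with compound, then Ub-Rho substrate (150 nM final) added. Kinetic fluorescence at 480/540 nm over 6 reads at 60 s intervals; 50 mM HEPES pH 7.8, 0.5 mM EDTA, 0.1 mg/ml BSA, 1 mM TCEP, 0.01% Tween-20.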
TrxR1 inh: inhibitors of rat thioredoxin reductase 1 | hit rate 1% among 390,000 | AID 588453 | O89049 | Potency, µM (titrated, usually from 114 µM), inactives show at the highest dose activity change, negative = inhibition, actives largely listed as inhibitors | recombinant rTrxR1, NADPH fluorescence consumption, selenite substrate; further: potency means the concentration at half of the fitted maximal effect; on the % scale 0 is the no-effect control and ±100 the full control effect; nearly all actives have a fitted effect of over 65% in size
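Rat TrxR1 (90 nM in the dispensed reagent) was pre-reduced with 400 uM NADPH for 5 min at room temperature, then incubated with compound for 15 min. After 400 uM selenite was added, NADPH fluorescence (Ex 340/Em 450 nm) was followed for 8 min.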
PGK inhibitor: T. brucei PGK inhibition; AID 602233; Potency, µM (titrated, usually from 57.5 µM), inactives show at the top dose activity change, negative = inhibition, actives largely listed as inhibitors; P07378; hit rate 0.043% among 380,000; PGK/GAPDH coupled, Kinase-Glo luminescence, 60 min; further: potency means the concentration at half of the fitted maximal effect; on the % scale 0 is the no-effect control and ±100 the full control effect; nearly all actives have a fitted effect of over 60% in size
Target sequence (P07378 whole entry, looked up): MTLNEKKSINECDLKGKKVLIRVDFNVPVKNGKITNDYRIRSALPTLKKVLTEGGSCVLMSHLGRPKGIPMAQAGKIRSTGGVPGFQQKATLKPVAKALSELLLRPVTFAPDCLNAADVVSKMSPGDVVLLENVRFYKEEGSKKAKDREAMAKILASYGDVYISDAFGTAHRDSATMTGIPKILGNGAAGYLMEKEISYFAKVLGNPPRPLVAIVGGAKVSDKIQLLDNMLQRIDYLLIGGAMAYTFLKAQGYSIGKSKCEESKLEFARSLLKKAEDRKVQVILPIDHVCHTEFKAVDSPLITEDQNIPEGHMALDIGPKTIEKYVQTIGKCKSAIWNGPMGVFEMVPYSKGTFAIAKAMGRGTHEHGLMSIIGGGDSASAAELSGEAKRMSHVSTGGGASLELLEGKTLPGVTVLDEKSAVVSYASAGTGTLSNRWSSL
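Luminescent ATP detection (Kinase-Glo Plus) follows a 60-minute room-temperature incubation, with wells lacking PGK as controls. Buffer: 100 mM TEA (pH 7.6), 5 mM MgCl2, 0.01% Tween-20. Coupling enzyme GAPDH (100 nM final) supplies unstable 1,3-BPG in-well.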
mIDH1 inhibitor: human IDH1 R132H inhibition; Potency, µM (top dose mostly 76.6 µM), for inactives: at the top dose activity change, negative = inhibition, hits mostly inhibitors; hit rate 0.093% among 390,000; O75874; IDH1-R132H enzyme, NADPH consumption, diaphorase/resazurin fluorescence; further: potency means the concentration at half of the fitted maximal effect; on the % scale 0 is the no-effect control and ±100 the full control effect; nearly all actives have a fitted effect of over 65% in size
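IDH1-R132H (0.5 ug/mL) preincubated 30 min with compound, then NADPH (0.016 mM) and alpha-KG (2 mM) added; 80 min at RT, pH 7.5. Remaining NADPH coupled via diaphorase/resazurin to fluorescence (540/590 nm); concentration-response curves normalized to no-enzyme control.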
Pin1 inh: blocks the human prolyl isomerase Pin1. Potency, µM (titrated, usually from 115 µM), for the others: at the highest dose activity, negative = inhibition, most hits filed as inhibitors. Q13526. hit rate 0.009% among 390,000. Pin1 FP peptide displacement, HiFluor488, 10 min. AID 504891; active means well fitted inhibition curve with a large enough effect in the polarisation, with a control signal flat, not every such curve was filed as active; inconclusive means small, poorly fitted or top-dose-only effect, or effect the other way, or a change in a side signal; inactive means no such curve, though single readings can be large or run the other way; the % refers to the polarisation; further: potency means the concentration at half of the fitted maximal effect; on the % scale 0 is the no-effect control and ±100 the full control effect
Target sequence (Q13526 whole entry, looked up): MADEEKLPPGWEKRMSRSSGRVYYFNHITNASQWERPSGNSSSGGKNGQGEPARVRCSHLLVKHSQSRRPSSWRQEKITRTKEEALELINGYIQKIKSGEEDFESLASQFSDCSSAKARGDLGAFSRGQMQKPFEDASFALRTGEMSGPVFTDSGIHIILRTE
TrxR1 substrate: rat thioredoxin reductase 1 substrate activity | O89049 | purified TrxR1 substrate turnover, NADPH consumption readout | Potency, µM (top dose mostly 114 µM), for inactives: at the highest dose activity change, negative = substrate turnover | hit rate 0.01% among 390,000 | AID 588456; further: potency means the concentration at half of the fitted maximal effect; on the % scale 0 is the no-effect control and ±100 the full control effect; nearly all actives have a fitted effect of over 50% in size
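Rat TrxR1, dispensed at 90 nM, was prereduced with 400 uM NADPH (final) for 5 min at ~22 deg C, then incubated with compound 15 min before 400 uM selenite. A first-read NADPH fluorescence drop versus no-compound background flagged substrates.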
HP1b chromo inh: HP1-beta chromodomain-methylated histone interaction inhibition; P83916; hit rate 0.56% among 390,000; Potency, µM (doses to about 114 µM), without a hit: top-dose activity change, negative = inhibition, usual class: inhibitors; AlphaScreen HP1-beta / biotin-H3K9me3 peptide binding; AID 540317; further: potency means the concentration at half of the fitted maximal effect; nearly all actives have a fitted effect of over 70% in size; inactives centre near 23
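HP1-beta protein (50 nM final) preincubated 30 min at room temperature with biotinylated H3(1-18)K9me3 peptide (50 nM) in PBS pH 7.4, 0.01% Tween-20, then compound added for 30 min. AlphaScreen streptavidin donor/nickel chelate acceptor beads (10 ug/mL final), 30 min dark, luminescence read.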
GLS inh: inhibitors of human glutaminase (GLS); O94925; GLS enzymatic activity, qHTS titration; Potency, µM (top dose mostly 45.5 µM), for inactives: at the top dose activity change, negative = inhibition, usual class: inhibitors; hit rate 0.21% among 410,000; further: potency means the concentration at half of the fitted maximal effect; on the % scale 0 is the no-effect control and ±100 the full control effect
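hKGA in 45 mM KH2PO4 (pH 8.2), 0.02% Tween-20 with compound, then 1mM L-Glutamine (stock as added) plus glutamate oxidase/HRP/Amplex red coupling mix. Fluorescence read initially and after 30 min at RT; signal change reflects glutamate formation.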
* hit, by the source's call; i = inactive; ? = inconclusive; / = not tested or not shown; & = joins results of further samples; [ ] = dose if it differs, or a comment. Unless noted, the call rests on the fitted dose curve; in most records, active means well fitted curve in the direction sought with a large enough effect; inconclusive means small, poorly fitted or top-dose-only effect, or another doubt; inactive means no such curve, though single readings can be large; an effect the other way counts as inactive or inconclusive. These rows are one share of the data; the hit share may differ from the screen's.

Every second line gives: TrxR1 inh	GLS inh	PI4K2A block	mIDH1 inhibitor	HP1b chromo inh	USP1 inh	TrxR1 substrate	Pin1 inh	PGK inhibitor
> O=C(/C=C/c1ccccc1)CCN1CCOCC1
→ 0.56µM*	-3%	11	4%	-24%	-17%	1%	-5%	-5%
> CCC(=O)N(c1nnc(SCC(=O)NN2C(=O)NC3(CCC(C)CC3)C2=O)s1)C1CC1 (configuration not stated)
→ 8%	-7%	5	8%	38%	-22%	-1%	-6%	-8%
> C/C(=N\NC(=O)c1cccc(C)c1)c1ccc(N2CCOCC2)cc1
→ -5%	18%	7	2%	33%[activator]	-10%	-5%	0%	-5%
> Cc1cccc(NS(=O)(=O)c2cc(C(=O)OCC(=O)Nc3cc(C)on3)ccc2C)c1
→ -1%	5%	0	3%	63%[activator]	-19%	-5%	19%	i
> CC(=O)Nc1ccc(C2=CC(=O)C[C@H](c3ccc(Cl)cc3)C2)cc1
→ 19%	2%	1	6%	4%	-22%	5%	-2%	-7%
> O=C(c1cccc(S(=O)(=O)N2CCOCC2)c1)N(CCO)Cc1ccccc1
→ 3%	-1%	-2	-1%	16%	-4%	3%	-1%	4%
> Cc1cccc(Nc2nnc(SCC(=O)NC3CCCc4ccccc43)s2)c1C (configuration not stated)
→ -5%	8%	0	-10%	7%	-23%	-8%	2%	-12%
> O=c1c2cccc3c2c(nn1-c1ccccc1)-c1ccccc1-3
→ 10%	-1%	-1	3%	53%[activator]	-15%	11%	10%	i
> COCCn1c(=NC(=O)/C=C/c2ccccc2)sc2cc(NC(C)=O)ccc21
→ -11%	19%	-3	1%	-10%	-3%	13%	19%	-2%
> Cc1ccc(SC[C@H](c2ccccc2)N2CCN(CCc3ccccc3)CCC2=O)cc1
→ 6%[57.1 µM]	9%	-1	-3%	2%	-26%	5%[57.1 µM]	9%	4%
> O=C(CC(NS(=O)(=O)c1ccc(Cl)cc1)c1ccco1)NCc1cccnc1 (configuration not stated)
→ -8%	-5%	-4	7%	8%	-23%	9%[57.1 µM]	-1%	-2%
> CC(Oc1cccc(Br)c1)C(=O)NNC(=O)CCNC(=O)c1ccccc1Cl (configuration not stated)
→ -8%	-1%	-1	0%	39%	-5%	-4%	1%	2%
> Cc1cccc(N2CC(C(=O)Nc3nc4ccc(S(C)(=O)=O)cc4s3)CC2=O)c1C (configuration not stated)
→ 23%	5%	-2	-6%	-8%	-15%	3%	4%	-3%
> O=S(=O)(Nc1ccc(-c2nc3cccnc3s2)cc1)c1ccc(Cl)s1
→ -8%[57.1 µM]	-2%	1	15%	70%[activator]	-15%	71%[activator][57.1 µM]	11%	-7%
> CCOc1ccc(CSCCNC(=S)Nc2ccc(OC)cc2)cc1
→ 5%	14%	6	0%	23%	0%	-8%	2%	-2%
> COc1ccccc1NC(=O)CN1CCN(c2ccc(F)cc2)CC1
→ 8%	32%[activator]	6	-6%	3%	-23%	4%	-2%	7%
> Cn1cc(S(=O)(=O)N2CCC3(CC2)OCCO3)c(=O)n(C)c1=O
→ 3%[57.1 µM]	-2%	3	-2%	26%	-3%	4%[57.1 µM]	-2%	0%
> CC1CCCN(CC(=O)Nc2cc(Cl)ccc2Oc2ccccc2)C1 (configuration not stated)
→ 1%	1%	-12	-3%	37%[activator]	?	-7%	-2%	i
> CCOc1ccccc1NC(=O)NC(=O)N(C)S(C)(=O)=O
→ 40%	0%	-7	7%	36%	-11%	7%	-2%	-2%
> COC(c1ccccc1)c1nnc(CCC(=O)N2CCN(C3CCCC3)CC2)o1 (configuration not stated)
→ -8%	16%	0	-3%	29%	2%	-5%	-4%	9%
> N#Cc1cccnc1N1CCN(C(=O)c2cccc3c2C(=O)c2ccc(-c4ccc(Cl)c(C(F)(F)F)c4)cc2S3(=O)=O)CC1
→ 9%[57.1 µM]	-2%	-2	-3%	19%	-24%	-9%[57.1 µM]	-2%	-10%
> Cc1cccc(C)c1NC(=O)CN1CCN(C(=O)CCC(=O)N2CCC(c3ccccc3)=N2)CC1
→ /	-1%	-2	4%	/	?	/	/	-7%
> NC(=O)COc1ccccc1C(=O)NC12CC3CC(CC(C3)C1)C2
→ 14%[57.1 µM]	-2%	4	-1%	9%	1%	8%[57.1 µM]	-6%	-3%
> N#Cc1c(/N=C\c2ccc(O)c([N+](=O)[O-])c2)sc2c1CCCC2
→ -5%	1%	2	9%	3%	-17%	-12%	-3%	/
> CC(=O)Oc1ccc(N(C(C)=O)S(=O)(=O)c2cc([N+](=O)[O-])ccc2C)cc1
→ -18%	4%	-1	4%	?	-8%	-9%	-9%	-5%
> O=C1CCCN2N=C(SCC(=O)Nc3cccc(C(F)(F)F)c3)SC2=N1
→ 31%[activator]	-12%	-4	3%	5%	-7%	4%	-2%	-1%
> CC(C)C(c1nnnn1Cc1ccc(F)cc1)N1CCN(C2CCCCC2)CC1 (configuration not stated)
→ 5%[57.1 µM]	-4%	-4	10%	41%[activator]	-18%	-9%[57.1 µM]	-1%	-2%
> O=c1nc2n(CCO)c3ccccc3cc-2c(=O)[nH]1
→ -17%	7%	-1	1%	21%	-20%	443%[activator]	-17%	i
> CCOc1ccc(C(=O)NC2CCN(C(=O)NCc3ccccc3)CC2)cc1
→ 6%	0%	0	5%	26%	-15%	0%	3%	1%
> O=C(Cn1c(=O)c(C(F)(F)F)nc2ccccc21)Nc1ccc(Br)cc1F
→ 17%[57.1 µM]	-6%	1	0%	-6%	-21%	3%[57.1 µM]	5%	-9%
> O=C(c1ccc(F)cc1)C1CCN(Cc2ccccc2)CC1
→ 22%[2.29 µM]	6%	-1	-4%	35%	-21%	3%[2.29 µM]	10%	1%
> CCc1cccc(-n2c(=O)c3cccnc3n2CC(=O)NCc2ccccc2)c1
→ 12%[57.1 µM]	-1%	-6	3%	82%[activator]	?	13%[57.1 µM]	4%	1%
> CC(=O)N1c2ccc(S(=O)(=O)N(C)c3cc(C)ccc3C)cc2CC1C (configuration not stated)
→ -3%	5%	-3	-6%	31%	-13%	-9%	-6%	-5%
> CCCCSc1ncnc2c1c(-c1ccccc1)cn2-c1cccc(F)c1
→ 49%[activator]	9%	3	7%	92%[activator]	-2%	42%[activator]	-2%	5%
> CC1(C)CC(=O)c2sc(NS(=O)(=O)Cc3ccccc3)nc2C1
→ -3%	-1%	-2	5%	-13%	-17%	-6%	0%	-5%
> CCCOC(=O)c1ccc(Oc2c(-c3ccc(OCC)cc3O)n[nH]c2C)cc1
→ 15%	7%	1	-5%	33%	-23%	-4%	1%	-2%
> COc1ccc(C)cc1NC(=O)CN1CCN(S(=O)(=O)c2ccc(Br)cc2)CC1
→ 6%[57.1 µM]	1%&-5%	1&0	-2%&0%	23%&17%	-10%&-12%	4%[57.1 µM]	7%&-3%	6%
> Cc1cc(NC(=O)c2cc(F)c(F)cc2Cl)no1
→ 0%[57.1 µM]	-2%	-1	4%	43%[activator]	-15%	4%[57.1 µM]	-1%	-5%
> Cc1ccc(NC(=O)CCN2C(=O)NC3(CCCC3)C2=O)c(C)c1
→ 16%	-1%	-4	3%	36%	-8%	-3%	1%	-4%

Structural class, the entries above with fluorine (eight)
Every second line gives: TrxR1 inh	GLS inh	PI4K2A block	mIDH1 inhibitor	HP1b chromo inh	USP1 inh	TrxR1 substrate	Pin1 inh	PGK inhibitor
> COc1ccccc1NC(=O)CN1CCN(c2ccc(F)cc2)CC1
→ 8%	32%[activator]	6	-6%	3%	-23%	4%	-2%	7%
> N#Cc1cccnc1N1CCN(C(=O)c2cccc3c2C(=O)c2ccc(-c4ccc(Cl)c(C(F)(F)F)c4)cc2S3(=O)=O)CC1
→ 9%[57.1 µM]	-2%	-2	-3%	19%	-24%	-9%[57.1 µM]	-2%	-10%
> O=C1CCCN2N=C(SCC(=O)Nc3cccc(C(F)(F)F)c3)SC2=N1
→ 31%[activator]	-12%	-4	3%	5%	-7%	4%	-2%	-1%
> CC(C)C(c1nnnn1Cc1ccc(F)cc1)N1CCN(C2CCCCC2)CC1 (configuration not stated)
→ 5%[57.1 µM]	-4%	-4	10%	41%[activator]	-18%	-9%[57.1 µM]	-1%	-2%
> O=C(Cn1c(=O)c(C(F)(F)F)nc2ccccc21)Nc1ccc(Br)cc1F
→ 17%[57.1 µM]	-6%	1	0%	-6%	-21%	3%[57.1 µM]	5%	-9%
> O=C(c1ccc(F)cc1)C1CCN(Cc2ccccc2)CC1
→ 22%[2.29 µM]	6%	-1	-4%	35%	-21%	3%[2.29 µM]	10%	1%
> CCCCSc1ncnc2c1c(-c1ccccc1)cn2-c1cccc(F)c1
→ 49%[activator]	9%	3	7%	92%[activator]	-2%	42%[activator]	-2%	5%
> Cc1cc(NC(=O)c2cc(F)c(F)cc2Cl)no1
→ 0%[57.1 µM]	-2%	-1	4%	43%[activator]	-15%	4%[57.1 µM]	-1%	-5%

Bioassay records deposited in PubChem by National Center for Advancing Translational Sciences (NCATS).
